Screening results deposited in PubChem BioAssay by National Center for Advancing Translational Sciences (NCATS).
D1 PAM: enhances dopamine response at the human D1 receptor; actives 0.036% (n = 360,000); P21728; HEK293 TREx D1 cells, calcium flux, dopamine EC20 potentiation; potentiation, % at 10 µM; in the data active = potentiation above about 30%; note: 0% is about no effect
Target sequence (P21728 whole entry, looked up): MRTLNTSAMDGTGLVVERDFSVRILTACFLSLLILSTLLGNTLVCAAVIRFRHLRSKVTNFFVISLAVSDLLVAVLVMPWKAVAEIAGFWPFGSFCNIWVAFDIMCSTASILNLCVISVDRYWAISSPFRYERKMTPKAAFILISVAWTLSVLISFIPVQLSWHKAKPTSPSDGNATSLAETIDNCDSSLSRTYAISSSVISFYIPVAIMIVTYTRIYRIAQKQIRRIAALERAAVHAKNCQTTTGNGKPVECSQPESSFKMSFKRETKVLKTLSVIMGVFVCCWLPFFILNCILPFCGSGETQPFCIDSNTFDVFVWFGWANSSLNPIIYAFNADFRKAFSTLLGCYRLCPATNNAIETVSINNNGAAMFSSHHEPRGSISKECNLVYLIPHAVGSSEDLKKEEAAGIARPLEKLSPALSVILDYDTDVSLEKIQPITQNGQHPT
D2 potentiator: positively modulates the human D2 dopamine receptor allosterically; potentiation, % at 10 µM; actives 0.34% (n = 340,000); HEK293 T-REx D2, calcium flux, EC20 dopamine potentiation;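 active = potentiation over 3 SD above the plate norm, cut at about 30% in these data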; note: 0% is about no effect
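Potentiation of an EC20 dopamine calcium response measured kinetically over 180 s, after a preceding 180 s compound-only read flagging agonists. Cells: inducible Hek293 Trex D2 line, 4000/well, cultured overnight at 30 C before dye loading.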
D2 antagonist: D2 dopamine receptor (human) antagonism; P14416; HEK293 TREx D2 cells, calcium flux, dopamine EC80; actives 2% (n = 340,000); AID 485344; inhibition, % at 10 µM; in the data active = inhibition above about 30%; note: 0% is about no effect
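Calcium mobilization kinetics were recorded at 1 s intervals in tetracycline-induced HEK293 T-REx D2 cells, first for 180 s after compound addition and then 180 s after EC80 dopamine.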
TRHR PAM: allosterically enhances the human TRH receptor; enhancement, % at 2 µM; P34981; actives 0.66% (n = 360,000); TRHR cells, fluo-8 calcium fluorescence, EC20 TRH enhancement; AID 493056; in the data active = enhancement above about 30%; note: 0% is about no effect
Target sequence (P34981 whole entry, looked up): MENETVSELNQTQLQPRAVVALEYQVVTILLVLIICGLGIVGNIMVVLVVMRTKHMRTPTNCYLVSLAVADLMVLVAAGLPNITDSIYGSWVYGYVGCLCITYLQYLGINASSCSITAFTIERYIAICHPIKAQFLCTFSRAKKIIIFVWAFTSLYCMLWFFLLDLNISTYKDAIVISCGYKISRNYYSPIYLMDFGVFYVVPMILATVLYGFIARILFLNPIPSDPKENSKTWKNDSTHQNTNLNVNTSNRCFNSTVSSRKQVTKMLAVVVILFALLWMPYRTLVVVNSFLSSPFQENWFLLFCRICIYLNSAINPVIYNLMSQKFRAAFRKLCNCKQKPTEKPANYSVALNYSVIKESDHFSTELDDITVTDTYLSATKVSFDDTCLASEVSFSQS
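TRHR-expressing cells loaded with fluo-8 calcium dye were read kinetically (ex 480/em 530) during compound addition, then stimulated with an EC20 of TRH (10 nM final). Enhancement of the Gq-mediated intracellular calcium response was scored.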
D1 antagonist: blocks dopamine activation of the human D1 receptor. actives 3.2% (n = 360,000). activity change, negative = inhibition, % at 10 µM. AID 504652. HEK293 TREx D1 cells, calcium flux, dopamine EC80; active compounds read low. P21728; in the data active = activity change below about -30%; note: % is set by controls: 0 for no effect and ±100 for the full control effect
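Inducible Hek293 Trex D1 cells (tetracycline, overnight, 30 C). Calcium dye 30–90 min RT. Antagonist mode: EC80 dopamine added after 180 s compound read.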
D2 ag: agonists of human D2 dopamine receptor; actives 0.53% (n = 340,000); P14416; HEK293 T-REx D2 cells, calcium flux agonist mode; activation, % at 2 µM;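 active = activation over 3 SD above normal in the single-dose calcium agonist read, cut at about 30% in these data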; note: 0% is about no effect
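Agonism is scored from calcium flux in a force-coupled, inducible HEK293 cell line expressing D2, read kinetically for 180 s after compound addition against dopamine controls.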
TRHR ag: TRH receptor (human) agonism; activation, % at 2 µM; actives 0.18% (n = 360,000); TRHR cells, calcium flux fluo-8, FDSS agonist mode; note: 0% is about no effect
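Fluo-8-loaded TRHR cells; 10 s baseline, compound added, kinetic Ca2+ fluorescence read 1/s, agonist mode.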
D1 agonist: human D1 receptor agonism; HEK293 T-REx D1 cells, calcium flux, agonist mode; activation, % at 2 µM; actives 1% (n = 360,000); note: 0% is about no effect
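Tetracycline-induced HEK293 TREx D1 cells, force-coupled to calcium signalling, were dye-loaded with a no-wash calcium kit. Compound was pin-added after a 10 s baseline. Fluorescence was read kinetically at 1 cycle/s for 180 s, with calcium rises flagged as agonism.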
RXFP1 antag: RXFP1 (human) relaxin receptor antagonism; HEK293-RXFP1, relaxin-stimulated cAMP HTRF, 30 min; active compounds read low; activity change, negative = inhibition, % at 57.5 µM; actives 0.59% (n = 350,000);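 active = activity change of -60% or lower, but not beyond a set lower limit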; note: % is set by controls: 0 for no effect and ±100 for the full control effect
Numbers without * were called inactive; x = not tested or not shown. Cut-off read from the data, not from the text of the source, unless noted: active = activation above about 30%; inactive = the rest.

SMILES	D1 PAM	D2 potentiator	D2 antagonist	TRHR PAM	D1 antagonist	D2 ag	TRHR ag	D1 agonist	RXFP1 antag
CCOC(=O)CSc1cc(C)c(C#N)c2nc3ccccc3n12	-3.9	1.2	11.2	0.0	-4.9	-0.2	-0.3	2.3	30.9
O=C(NCC1CCCO1)C(c1cccs1)N(Cc1ccccc1Cl)C(=O)c1ccc(-c2ccccc2)[nH]1 (centres undefined)	2.1	-4.1	-3.0	4.7	9.1	1.7	0.4	2.1	-17.8
CN(C)C(=O)CCC(=O)N1CCCC(C(=O)c2ccc(C(F)(F)F)cc2)C1 (centres undefined)	4.2	0.1	x	-8.3	-4.3	x	0.0	0.5	3.3
Cn1nccc1C(=O)Nc1ccc2c(c1)OCCO2	-1.7	x	x	-1.1	-28.7	x	0.1	1.7	-10.2
N#Cc1ccc(NC(=S)NCCN2CCOCC2)cc1	1.3	-8.5	1.5	-1.8	-1.2	0.0	0.9	3.3	6.9
COc1ccc(C2(c3ccc(OC)cc3)NC(=O)N(CC(=O)Nc3ccc(OC)c(OC)c3)C2=O)cc1	2.1	11.4	12.3	0.2	-6.3	-1.4	-0.5	2.6	-6.1
CCc1ccc(CNC(=O)C2CCN(S(=O)(=O)N3CC(C)CC(C)C3)CC2)cc1 (centres undefined)	-3.2	-4.6	0.0	-10.8	-3.2	-0.5	-1.5	18.3	6.5
CCCCn1c(=O)[nH]c(=O)c2c1nc(-c1ccc(OCC)cc1)n2CC	2.2	-0.6	-0.1	0.5	14.7	-1.9	-0.2	0.6	-1.2
CC1CC(C)(C)NC(=S)N1CC(=O)N1CCN(Cc2ccc3c(c2)OCO3)CC1 (centres undefined)	8.4	-14.3	16.4	-1.2	26.4	8.9	0.2	0.7	8.5
CCn1nnc2cc(C(=O)Nc3cccc(Cl)c3)ccc21	-3.7	0.0	x	2.4	-14.7	0.2	0.2	1.9	-15.5
COc1ccc(N2CCN(c3ncnc4c3cnn4C)CC2)cc1	-0.5	4.1	x	-4.5	-8.3	0.0	0.1	5.5	-6.3
Cc1cccc(NC(=S)NCCN2CCOCC2)c1C	-3.5	-2.9	-5.8	2.1	7.6	0.2	0.8	-1.4	-10.0
Cc1cccc(OCc2nc(-c3ccccn3)n[nH]2)c1	-1.1	6.3	-13.6	3.3	3.5	-0.8	0.2	1.2	-7.8
O=C(Cc1ccccc1)N1CCN(c2ccc([N+](=O)[O-])cc2)CC1	-1.2	-7.9	-12.2	5.0	-26.3	0.0	-0.9	17.1	-7.7
CCCCOC(=O)Nc1nnc(CCc2ccccc2)s1	3.0	-2.7	-0.6	4.5	1.6	0.5	0.1	13.2	-16.5
CCOC(=O)c1cnc(-n2nc(C)cc2C)nc1Nc1ccc(N(C)C)cc1	1.9	9.1	-8.1	-1.4	6.6	0.3	-0.5	-2.0	-14.9
CCOC(=O)C(C)Sc1nc2c(c(=O)[nH]c(=O)n2C)n1CCc1ccccc1 (centres undefined)	-5.7	11.2	-2.7	-3.0	-12.5	-1.2	-0.5	0.3	-2.3
COc1ccc(-n2c(SCC(=O)Nc3ccc(Br)cc3)nc(O)cc2=O)cc1	7.4	7.3	-12.7	4.3	-18.8	0.5	0.5	0.8	-66.5*
CCN(CC)S(=O)(=O)c1ccc2c(c1)c(=O)c(C(=O)NCc1ccccc1Cl)cn2C	-1.3	9.0	x	7.0	-6.6	0.3	-1.2	-0.1	x
N#CCSc1nc2sc3c(c2c(=O)n1C1CCCCC1)CCCC3	-1.4	6.7	1.7	-0.3	13.8	-0.1	-0.1	3.7	-4.3
Cc1cccc(NC(=O)CN2C(=O)NC3(CCCC3)C2=O)n1	-3.2	7.1	-6.8	2.5	-6.0	0.3	-0.2	0.6	3.2
Cc1[nH]nc(SCC(=O)NC2CCCCC2)c1[N+](=O)[O-]	-5.7	3.1	6.3	1.8	-19.0	0.0	-0.2	4.3	8.0
Cc1cccc(NC(=O)c2cc(N3CCOCC3)nc3ccccc23)c1	1.4	-7.4	-3.9	-8.5	-11.4	2.3	-0.3	-0.2	-10.7
C/C(=N\N=C(/N)SC1CC(=O)N(c2ccc(Cl)c(Cl)c2)C1=O)c1cccs1 (centres undefined)	-6.4	1.7	6.9	-0.7	-22.4	0.8	2.9	1.5	-5.2
Cc1ccc(Cl)cc1NC(=O)Cn1c(=O)c2ccccc2n2nncc12	-0.6	-2.6	x	-4.6	-6.4	0.8	0.4	-0.2	x

Among those listed so far, these contain a nitro group on carbon.
SMILES	D1 PAM	D2 potentiator	D2 antagonist	TRHR PAM	D1 antagonist	D2 ag	TRHR ag	D1 agonist	RXFP1 antag
O=C(Cc1ccccc1)N1CCN(c2ccc([N+](=O)[O-])cc2)CC1	-1.2	-7.9	-12.2	5.0	-26.3	0.0	-0.9	17.1	-7.7
Cc1[nH]nc(SCC(=O)NC2CCCCC2)c1[N+](=O)[O-]	-5.7	3.1	6.3	1.8	-19.0	0.0	-0.2	4.3	8.0

(cont.)
SMILES	D1 PAM	D2 potentiator	D2 antagonist	TRHR PAM	D1 antagonist	D2 ag	TRHR ag	D1 agonist	RXFP1 antag
COc1cccc(C(=O)Nc2ccc(C(=O)NCC(C)C)cc2)c1	1.2	2.3	-2.2	2.0	-18.0	-0.7	0.1	-0.3	-7.8
O=C(Nc1nc2ccc([N+](=O)[O-])cc2s1)c1ccc(S(=O)(=O)N2CCCc3ccccc32)cc1	-2.1	-2.0	4.3	-13.3	-6.3	2.1	2.1	13.7	11.4
NC(=O)c1nnn(-c2ccccc2)c1N	1.8	-10.6	-3.4	4.7	-9.4	0.9	0.3	2.1	14.9
Cc1ccc(CNC(=O)CS(=O)(=O)CC(=O)O)cc1	-5.1	x	x	3.3	-11.9	x	0.2	2.6	-1.5
CC(C(=O)Nc1nnc(C2CC2)s1)N1C(=O)C2CC=CCC2C1=O (centres undefined)	1.6	-1.0	3.3	-9.9	2.2	-0.1	0.6	-0.1	2.1
COc1cccc(NC(=O)COC(=O)c2ccccc2SCC(=O)N2CCCC2)c1	0.5	12.1	-4.2	-1.5	-5.5	-0.3	0.2	2.5	-1.3
CCn1ncc([N+](=O)[O-])c1C(=O)Nc1c(C)nn(Cc2ccc(F)cc2)c1C	-3.1	0.8	-6.7	-3.6	-40.1*	-0.6	-1.2	2.1	x
COc1cc2c(cc1OC)CN(C(=O)c1ccc(S(=O)(=O)N3CCCCCC3)cc1)CC2	-8.2	6.1	0.2	3.3	-3.7	1.0	-0.1	-0.7	1.5
COc1ccc(C(=O)NC(=S)NNC(=O)c2c(-c3ccccc3)noc2C)cc1	0.3	5.2	-13.5	-3.3	-16.4	8.2	12.4	86.2*	x
COC(=O)c1cccc(NC(=O)CSc2nnc(COc3ccc(C#N)cc3)n2-c2ccccc2)c1	2.5	10.7	6.1	2.0	0.2	-0.1	0.5	-0.7	-3.6
O=C(OCC(=O)N1CCCC1)c1cncc(Br)c1	0.2	-5.2	2.3	18.3	-2.1	-0.6	0.8	1.9	-5.8
Cc1oc(-c2cccc(F)c2)nc1CN1CCCCC1CCn1cccn1 (centres undefined)	-3.2	-21.4	45.2*	-3.8	4.4	1.3	0.3	0.2	-1.3
O=C1C=C(Nc2ccccc2O)c2ccccc2C1=O	-3.1	19.5	-4.8	12.6	6.0	-1.5	0.4	3.0	-11.2
COc1ccc(CCN(Cc2ccccn2)C(=S)Nc2ccccc2C)cc1OC	-3.7	4.0	-3.5	-20.9	3.4	2.9	0.1	6.5	17.1
C=CCNc1nc(-c2ccc([N+](=O)[O-])cc2)cs1	-3.6	-6.2	0.7	-11.8	-25.4	1.8	0.6	13.3	-36.9
COc1ccc(N2CCN(C(=O)c3cccc(NS(=O)(=O)c4cccc(F)c4)c3)CC2)cc1	-2.9	10.0	-8.0	-7.1	3.9	0.2	0.0	5.7	4.2
O=C(COC(=O)c1cccc(O)c1)Nc1ccc(OC(F)F)cc1	-3.6	-3.1	15.3	-3.8	-8.6	-1.2	0.2	5.0	-10.2
O=c1[nH]c(=O)c2nnc(N/N=C/c3ccccc3F)nc2[nH]1	0.0	1.8	6.1	-1.0	-0.9	-0.2	0.3	0.8	4.8
Cc1ccc(NC(=O)CN2C(=O)c3ccccc3Sc3ccc(C(=O)N4CCCC4)cc32)cc1	7.2	9.4	x	22.2	9.9	0.1	-1.0	-0.4	-3.0
O=C(Nc1cccc(-c2nc3ncccc3o2)c1)c1sc2cc(Cl)ccc2c1Cl	1.2	x	x	0.0	4.0	x	0.2	1.2	12.3
Cc1ccccc1OCc1nc2ccccc2c(=O)n1/N=C/c1cn[nH]c1-c1ccccc1	1.8	-2.2	56.7*	4.8	0.1	0.2	0.5	1.8	-14.9
N#CC1=C(SCc2ccc(C#N)cc2)N=C(N)C(c2nc(-c3ccccc3)cs2)C12CCCCC2 (centres undefined)	-1.4	-16.4	-2.7	-4.5	x	0.2	0.4	-2.4	-13.9
COCC(=O)OCC(=O)Nc1ccc(Cl)cc1[N+](=O)[O-]	-1.9	7.4	-10.4	-5.3	-2.4	0.1	0.4	0.8	12.0
O=C(NCCOc1ccccc1)C1CCC(=O)N(CCCN2CCCC2=O)C1 (centres undefined)	-17.0	0.3	-2.4	-4.3	7.0	1.0	0.5	0.8	7.0
Cc1cc(C)n(-c2nc3ccccc3c(=O)n2OCC(=O)OCc2ccccc2)n1	-0.3	-4.9	14.8	-2.9	-23.8	-0.6	0.1	7.4	-3.7

Some values from the entries so far:
D2 potentiator result of `O=C(COC(=O)c1cccc(O)c1)Nc1ccc(OC(F)F)cc1` stands at -3.1
RXFP1 antag result of `O=C1C=C(Nc2ccccc2O)c2ccccc2C1=O` stands at -11.2

Profiles as entered above.
Results for `C=CCNc1nc(-c2ccc([N+](=O)[O-])cc2)cs1` = D1 PAM = -3.6; D2 potentiator = -6.2; D2 antagonist = 0.7; TRHR PAM = -11.8; D1 antagonist = -25.4; D2 ag = 1.8; TRHR ag = 0.6; D1 agonist = 13.3; RXFP1 antag = -36.9
Results for `COc1cccc(NC(=O)COC(=O)c2ccccc2SCC(=O)N2CCCC2)c1` = D1 PAM = 0.5; D2 potentiator = 12.1; D2 antagonist = -4.2; TRHR PAM = -1.5; D1 antagonist = -5.5; D2 ag = -0.3; TRHR ag = 0.2; D1 agonist = 2.5; RXFP1 antag = -1.3
Results for `Cc1ccccc1OCc1nc2ccccc2c(=O)n1/N=C/c1cn[nH]c1-c1ccccc1` = D1 PAM = 1.8; D2 potentiator = -2.2; D2 antagonist = 56.7*; TRHR PAM = 4.8; D1 antagonist = 0.1; D2 ag = 0.2; TRHR ag = 0.5; D1 agonist = 1.8; RXFP1 antag = -14.9

Marked active in D1 agonist, of those listed so far:
Molecule,D1 PAM,D2 potentiator,D2 antagonist,TRHR PAM,D1 antagonist,TRHR ag,D1 agonist,RXFP1 antag
COc1ccc(C(=O)NC(=S)NNC(=O)c2c(-c3ccccc3)noc2C)cc1,0.3,5.2,-13.5,-3.3,-16.4,12.4,86.2*,x

Random draw from the library (roughly 7.1% active in at least one column).
